ATXN viability: reduces viability in counter-screen for ATXN expression inhibitors. Potency, µM (series often up to 56.7 µM), actives largely listed as cytotoxic. actives 0.49% (n = 400,000). S2 cells (HEK-293 line with an ATXN2-luciferase reporter) viability, CellTiter-Fluor protease fluorescence, 24 h; active = well fitted cell-killing curve with a large enough effect; inconclusive = small, poorly fitted or top-dose-only effect, or effect the other way; inactive = no such curve, though single readings can be large or run the other way; also: nearly all actives have a fitted effect of over 40% in size
Active calls of the source: *; i = inactive; ? = inconclusive. Potency is read from the fitted curve at half-maximal effect. Not all compounds are listed, so the mix of outcomes need not match the whole.

Cc1c(C(=O)N(C)C2CCOC2)sc2ncnc(NCc3ccc4c(c3)OCO4)c12 (stereo not given)
  ATXN viability: i
Cc1c(N)cccc1C(F)(F)F
  ATXN viability: i
Cc1cccc(OCC(O)CNC(C)(C)C)c1C (stereo not given)
  ATXN viability: i
CC(O)CN(CCN(CC(C)O)CC(C)O)CC(C)O (stereo not given)
  ATXN viability: i
CCOC(=O)Cc1cccc(-c2cc(CCCCCCc3ccc(O[C@H]4O[C@H](COC(C)=O)[C@@H](OC(C)=O)[C@H](OC(C)=O)[C@@H]4OC(C)=O)c(-c4cccc(CC(=O)OCC)c4)c3)ccc2O[C@H]2O[C@H](COC(C)=O)[C@@H](OC(C)=O)[C@H](OC(C)=O)[C@@H]2OC(C)=O)c1
  ATXN viability: i
CC1(C)OC[C@@H](COC(=O)CCc2ccc(OC[C@@H](O)CNCCNC(=O)N3CCOCC3)cc2)O1
  ATXN viability: i
OC1(c2cccnc2)CCN(Cc2ccc3c(c2)CN(Cc2cc(F)ccc2F)CCO3)CC1
  ATXN viability: i
O=C(O)CCC(=O)OC[C@@H](NC(=O)C(Cl)Cl)[C@H](O)c1ccc([N+](=O)[O-])cc1
  ATXN viability: i
Cc1cnc(-n2ncc(C(=O)N(C)C3CCOC3)c2-c2cccs2)nc1-c1ccc(F)cc1 (stereo not given)
  ATXN viability: i
C[C@H](NCCC(c1ccccc1)c1ccccc1)c1ccccc1
  ATXN viability: ?
CO/N=C(\C(=O)N[C@@H]1C(=O)N2C(C(=O)O)=C(CSc3nc(=O)c(O)nn3C)CS[C@H]12)c1csc(N)n1
  ATXN viability: i
OCCCc1ccccc1
  ATXN viability: i
Cc1cc(-c2ccnc(-n3ncc(C(=O)NCC(C)(C)N4CCOCC4)c3C)n2)c(C)s1
  ATXN viability: i
COC(=O)c1cn([C@@H]2C[C@@H](C(=O)Nc3cccc(SC)c3)N(C3CCCC3)C2)nn1
  ATXN viability: i
COc1ccc(CN2CCC3(CCC(CNC(=O)c4ccco4)O3)CC2)cc1OC (stereo not given)
  ATXN viability: i
CCc1cc(C(=O)NCC2Cc3cc(-c4ccccc4C(C)=O)ccc3O2)no1 (stereo not given)
  ATXN viability: i
COC(=O)c1ccccc1C(=O)N1CCc2c(cnc(C)c2CNC(=O)c2ccccc2F)C1
  ATXN viability: i
COc1ccc2cc(CNC3CCS(=O)(=O)C3)c(-c3ccc(OC)c(OC)c3)nc2c1 (stereo not given)
  ATXN viability: ?
CC(C)(O)C#Cc1ccc(CN2CCc3nnc(CCNC(=O)c4ccco4)n3CC2)cc1
  ATXN viability: i
CN=C(NC)NCc1ccccc1
  ATXN viability: i
Cc1ccc2nc(CNC(=O)c3cc(NC(=O)c4ccccc4)cc4ncn(C5CCCC5)c34)cn2c1
  ATXN viability: i
COc1ccccc1C1CN(Cc2cccn2-c2ncccn2)Cc2ccccc2O1 (stereo not given)
  ATXN viability: ?
O=C1OC(OC(=O)c2cccnc2Nc2cccc(C(F)(F)F)c2)c2ccccc21 (stereo not given)
  ATXN viability: i
COc1cc(=O)n2c(c1C(=O)NC(C)c1ccco1)CCN(Cc1cc3ccccc3o1)CC2 (stereo not given)
  ATXN viability: i
Cc1nn(-c2ccccc2)c(C)c1CC(=O)NCC1Cc2cc(F)cc(-c3cccnc3)c2O1 (stereo not given)
  ATXN viability: i

Cc1c(C(=O)N2CCCCC2)sc2ncnc(NCCc3ccccn3)c12
  ATXN viability: i
CN(C)CC(C)(O)c1ccc2c(c1)CN(C(=O)c1ccc(-n3cccn3)cc1)CCO2 (stereo not given)
  ATXN viability: ?
CC(C)Oc1ccc(C(=O)NCC2Cc3cc(Cl)cc(-c4ncccn4)c3O2)cc1 (stereo not given)
  ATXN viability: i
CCOC(=O)c1cc(=O)c2c(OCC(COc3cccc4oc(C(=O)OCC)cc(=O)c34)OC(=O)[C@@H](N)CCCCN)cccc2o1
  ATXN viability: i
Oc1cn2c(n1)Nc1ccc(Cl)c(Cl)c1C2
  ATXN viability: i
CCC1CN(CCNC(=O)c2cc(C(C)C)nn2C)Cc2cc(OC)ccc2O1 (stereo not given)
  ATXN viability: i
Cc1oc(-c2cccc(NC(=O)c3ccccn3)c2)nc1CNC(=O)c1ccc(C(F)(F)F)cc1
  ATXN viability: i
Cc1nc(NCc2c(C)nn(C)c2Cl)sc1-c1ccn(CC2COc3ccccc3O2)n1 (stereo not given)
  ATXN viability: ?
c1ccc(CCc2nnc3n2CCN(Cc2ccc4ccccc4n2)CC3)cc1
  ATXN viability: i
c1ccc(CCNc2nc(-c3ccccc3)cs2)cc1
  ATXN viability: i
Cc1ccc(C(=O)Nc2cnn(-c3ccc(C(=O)NCc4nc(-c5ccccc5)n[nH]4)cc3)c2)c(C)c1
  ATXN viability: i
CCC(=O)c1c(O)cc(O)cc1O
  ATXN viability: i
Cc1ccc(C(=O)N(Cc2cc3cc4c(cc3nc2N2CCOCC2)CCC4)CC2CCCO2)s1 (stereo not given)
  ATXN viability: i
Cc1ncc2c(c1CNS(=O)(=O)c1cccs1)CCN(C(=O)/C=C/c1cc(F)cc(F)c1)C2
  ATXN viability: i
Cc1cccc2nc(CNC(=O)CN3Cc4cc(Cl)ccc4OC(C)C3)cn12 (stereo not given)
  ATXN viability: i
CCc1noc(C)c1C(=O)N1CCOc2ccc(CN3CCCC(C(=O)c4cccnc4)C3)cc2C1 (stereo not given)
  ATXN viability: i
O=C(c1ccc2c(c1)OCO2)N(Cc1cc2ccc(F)cc2nc1N1CCC(O)CC1)CC1CCCO1 (stereo not given)
  ATXN viability: i
Cc1ccc(C2(O)CCN(CCCC(=O)c3ccc(F)cc3)CC2)cc1
  ATXN viability: i
COc1ccccc1CN1CCOc2ccc(CN3CCCCC3CO)cc2C1 (stereo not given)
  ATXN viability: i
CCN1CCN(c2cc(-c3ccc(F)cc3)c3c(n2)CCCCCC3)CC1
  ATXN viability: ?
COc1cc(=O)n2c(c1C(=O)NCc1cccc(F)c1)CCN(Cc1cccnc1)CC2
  ATXN viability: i
Cc1c(C(=O)NCC2CCCN(C)C2)cnn1-c1nccc(-c2ccco2)n1 (stereo not given)
  ATXN viability: i
COc1ccccc1CCNc1ncnc2sc(C(=O)N3CCCC3)c(C)c12
  ATXN viability: i
CSc1nnc(CNC(=O)c2c(-c3ccccc3)noc2C)n1-c1ccc(F)cc1
  ATXN viability: i
COc1ccc(CN2CCC(n3cc(C(=O)N4CCCCC4)nn3)CC2)c(OC)c1
  ATXN viability: i

Among those listed so far, 3 have an aryl thioether with sulfur outside any ring.
CO/N=C(\C(=O)N[C@@H]1C(=O)N2C(C(=O)O)=C(CSc3nc(=O)c(O)nn3C)CS[C@H]12)c1csc(N)n1
  ATXN viability: i
COC(=O)c1cn([C@@H]2C[C@@H](C(=O)Nc3cccc(SC)c3)N(C3CCCC3)C2)nn1
  ATXN viability: i
CSc1nnc(CNC(=O)c2c(-c3ccccc3)noc2C)n1-c1ccc(F)cc1
  ATXN viability: i

The list goes on.
Cc1c(C(=O)NCCc2cccnc2)cnn1-c1ncc2c(n1)-c1ccccc1CC2
  ATXN viability: ?
O=C(N[C@@H]1c2ccccc2C2(CCN(C(=O)c3ccc4c(c3)OCCO4)CC2)[C@H]1O)c1cccnc1
  ATXN viability: i
O=S(O)CNc1ccc(S(=O)(=O)c2ccc(NCS(=O)O)cc2)cc1
  ATXN viability: i
C[C@@H](O[C@H]1OCCN(Cc2n[nH]c(=O)[nH]2)[C@@H]1c1ccc(F)cc1)c1cc(C(F)(F)F)cc(C(F)(F)F)c1
  ATXN viability: 32µM*
CC(=O)N[C@@H](CCC(=O)O)C(=O)O
  ATXN viability: i
CC1(C)CC(C(=O)N2CCOc3ccc(CN4CCN(Cc5ccccn5)CC4)cc3C2)CCO1 (stereo not given)
  ATXN viability: i
COc1ccc2ccccc2c1CN1CCc2nnc(C(NS(C)(=O)=O)C(C)C)n2CC1 (stereo not given)
  ATXN viability: i
COCc1c(C(=O)N2CCN(C)CC2)cnn1-c1ncc2c(n1)-c1ccccc1CCC2
  ATXN viability: i
CCc1oc2ccccc2c1C(=O)c1cc(I)c(O)c(I)c1
  ATXN viability: i
COCc1ccc(CN2CCOc3c(cc(-c4ccc(SC)cc4)cc3OC)C2)o1
  ATXN viability: i
O=C(NC1CCCC1)c1cn(C2CCN(Cc3cccc4cccnc34)CC2)nn1
  ATXN viability: i
Cc1c(C(=O)N2CCCC(c3ccccc3)C2)sc2ncnc(NCCc3ccccn3)c12 (stereo not given)
  ATXN viability: i
O=C1c2ccccc2S(=O)(=O)N1CCCCN1CCN(c2ncccn2)CC1
  ATXN viability: i
O=C(c1cccnc1)C1CCCN(Cc2ccc3c(c2)CN(C(=O)c2cnccn2)CCO3)C1 (stereo not given)
  ATXN viability: i
N#C/C(=C1/SC[C@@H](c2ccc(Cl)cc2Cl)S1)n1ccnc1
  ATXN viability: i
Cc1ccc2c(c1)CN(C(=O)CC(c1ccccc1)c1ccco1)CC(C)O2 (stereo not given)
  ATXN viability: i
COc1ccccc1C1CN(Cc2cccc(C)n2)Cc2ccccc2O1 (stereo not given)
  ATXN viability: ?
CCCOC(=O)c1cc(O)c(O)c(O)c1
  ATXN viability: i
CCOC(=O)n1ccn(C)c1=S
  ATXN viability: i
Cc1c(CN2CCOc3c(cc(-c4ncc(C(F)(F)F)cc4Cl)cc3OCC3CCCO3)C2)cnn1C (stereo not given)
  ATXN viability: i
CN(CC1COCCO1)C(=O)c1cnn(-c2ncc3c(n2)-c2ccccc2CCC3)c1C1CC1 (stereo not given)
  ATXN viability: i
O=c1[nH]cnc2nc[nH]c12
  ATXN viability: i
CC(NC(=O)c1cc(F)ccc1F)c1nnc2n1CCN(Cc1ccco1)CC2 (stereo not given)
  ATXN viability: i
COc1c2ccoc2nc2c(OC)c(OC[C@H](O)C(C)(C)O)ccc12
  ATXN viability: i
COc1cccc(CNC(=O)c2c(OC)cc(=O)n3c2CCN(C(=O)c2csc(C)n2)CC3)c1
  ATXN viability: i

CCc1cc(C(=O)NCc2c(C)ncc3c2CCN(C(=O)C2=CCCC2)C3)no1
  ATXN viability: i
Cc1cccc2cc(CN(CC3CCCO3)C(=O)C3CC3)c(N(C)C)nc12 (stereo not given)
  ATXN viability: i
CN[C@@H]1CCc2[nH]c3ccc(C(N)=O)cc3c2C1
  ATXN viability: ?
COC(=O)c1c(OCc2ccccn2)cc(=O)n2c1CCN(C(=O)c1n[nH]c3c1CCCC3)CC2
  ATXN viability: i
COc1ccc(CN2CCOc3ccc(CN4CCC(Oc5cccnc5)CC4)cc3C2)c(F)c1
  ATXN viability: i
CCCCCCCC/C=C\CCCCCCCC(=O)OC[C@@H](O)[C@H]1OC[C@H](O)[C@H]1O
  ATXN viability: i
O=C(N[C@@H](CO)[C@@H](O)c1ccc([N+](=O)[O-])cc1)C(Cl)Cl
  ATXN viability: i
COc1ccc(CN2CCc3nnc(CNC(=O)c4cc(C)oc4C)n3CC2)c2ccccc12
  ATXN viability: i
CC1CN(CCC(=O)NCc2ccc3ncccc3c2)Cc2cc(Cl)ccc2O1 (stereo not given)
  ATXN viability: i
CSc1ncccc1C(=O)NCC1Cc2cc(-c3cnccn3)cc(Cl)c2O1 (stereo not given)
  ATXN viability: i
COc1ncccc1C(=O)N1CCOc2ccc(C(O)C(c3ccccc3)c3ccccc3)cc2C1 (stereo not given)
  ATXN viability: i
C[N+](C)(CCCCCC[N+](C)(C)C1c2ccccc2-c2ccccc21)C1c2ccccc2-c2ccccc21
  ATXN viability: i
O=C(CO)[C@@H](O)[C@H](O)[C@H](O)CO
  ATXN viability: i
Cc1ccccc1C(=O)NC(C)c1nnc2n1CCN(Cc1ccccc1F)CC2 (stereo not given)
  ATXN viability: i
CCCCC(CC)COC(=O)c1ccccc1C(=O)O (stereo not given)
  ATXN viability: i
O=C(Cc1cscn1)N1CCOc2ccc(CN3CCN(c4ccccn4)CC3)cc2C1
  ATXN viability: i
Cc1cc(C)c(NC(=O)CN(CC(=O)O)CC(=O)O)c(C)c1Br
  ATXN viability: i
Cc1cc(C)nc(-c2cccc3c2OC(CNC(=O)C2CCOC2)C3)n1 (stereo not given)
  ATXN viability: i
O=C(O)c1ccccc1OP(=O)(O)O
  ATXN viability: i
COc1cc(CN2CCOc3ccc(CN4CCC(Oc5cccnc5)CC4)cc3C2)ccc1F
  ATXN viability: ?
CC(=O)NCCNC(=O)c1cnn(-c2nccc(-c3cc(C)sc3C)n2)c1C
  ATXN viability: i
CC(=O)c1ccc(C(=O)NCc2nc(-c3ccccc3NC(=O)c3cc(C)oc3C)oc2C)cc1
  ATXN viability: i
Oc1ccc(C(O)CNCCCCCCNCC(O)c2ccc(O)c(O)c2)cc1O (stereo not given)
  ATXN viability: i
COc1cc(OC)c(OC)cc1CN1CCOc2ccc(CN3CCN(C(C)=O)CC3)cc2C1
  ATXN viability: i
CCC1CN(CC(=O)NCc2n[nH]c3c2CCCCC3)Cc2cc(OC)ccc2O1 (stereo not given)
  ATXN viability: i

Some of these compounds in order of molar mass, lowest first.
Cc1ccccc1C(=O)NC(C)c1nnc2n1CCN(Cc1ccccc1F)CC2 (stereo not given)
  ATXN viability: i
CCC1CN(CC(=O)NCc2n[nH]c3c2CCCCC3)Cc2cc(OC)ccc2O1 (stereo not given)
  ATXN viability: i
COc1cc(OC)c(OC)cc1CN1CCOc2ccc(CN3CCN(C(C)=O)CC3)cc2C1
  ATXN viability: i

Additional entries follow:
O=C(c1ccccc1-n1cccn1)N1CCOc2c(cc(-c3ncc(C(F)(F)F)cc3Cl)cc2OCC2CCCO2)C1 (stereo not given)
  ATXN viability: i
COc1cccc(-c2ccc(O)c(CNC(c3ccccc3)c3ccc(Cl)cc3)c2)n1 (stereo not given)
  ATXN viability: i
C[C@H]1[C@H]2CC[C@H]3[C@@H]4CC=C5C[C@@H](N(C)C)CC[C@]5(C)[C@H]4CC[C@]23CN1C
  ATXN viability: ?
CC(=O)Oc1ccc(C2(c3ccc(OC(C)=O)cc3)C(=O)Nc3ccccc32)cc1
  ATXN viability: i
CN1CCN(C2=Nc3ccccc3Cc3ccccc32)CC1
  ATXN viability: i
CCN1CCN(C(=O)c2cnn(-c3ncc4c(n3)-c3ccccc3CCC4)c2COC)CC1
  ATXN viability: i
